Source: PubChem
Lamin A splicing: modulators of lamin A splicing. hit rate 0.01% among 200,000. HeLa LMNA splicing GFP/RFP minigene ratio, 48 h. Potency, µM (titrated, usually from 46.1 µM), for the others: top-dose ratio change, negative = inhibition, hits mostly inhibitors; active = well fitted inhibition curve with a large enough effect in the signal ratio, with a control signal flat, not every such curve was filed as active; inconclusive = small, poorly fitted or top-dose-only effect, or effect the other way, or a change in a side signal; the % refers to the signal ratio; note: potency is the fitted concentration of half-maximal effect; % is set by controls: 0 for no effect and ±100 for the full control effect
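S3 HeLa cells stably expressing lamin A-EGFP splicing minigene plus DsRed2, 600 cells/well, 48 h compound exposure at 37C. Laser-scanning cytometry; analysed as GFP (500-530 nm)/RFP (575-640 nm) total intensity ratio; 0.5% DMSO vehicle.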
HTT ATP protect: cytoprotection in Huntington HTT-Q103 PC12 cell model; PC12 HTT-Q103 induced, cytoprotection, ATP luminescence, 40 h; AID 1471; hit rate 0.14% among 230,000; Potency, µM (highest dose often 56.4 µM), for inactives: cytoprotection (ATP increase), usual class: activators;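 note: potency is the fitted concentration of half-maximal effect; % of control where 0% means no effect; nearly all actives have a fitted effect of over 45% in size; toxic huntingtin expression switched on by the ecdysone agonist tebufenozide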
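Readout: ATPlite luminescence (ATP level). Model: stable PC12, inducible Htt exon1 Q103-GFP. Inducer: tebufenozide, 100 nM final. Compounds: dose series. No G418 in medium.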
aGlu spleen mod: inhibitors or activators of human alpha-glucosidase in spleen homogenate; P10253; human spleen homogenate, 4-MU-alpha-glucoside fluorescence; Potency, µM (titrated, usually from 79.9 µM), for the others: top-dose activity change, negative = inhibition, actives largely listed as inhibitors; hit rate 0.006% among 240,000; AID 2112;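 note: potency is the fitted concentration of half-maximal effect; 0% = enzyme with vehicle and -100% = no enzyme basal signal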
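Human spleen homogenate (1 ug) with 4-methylumbelliferyl-alpha-D-glucopyranoside (1 mM final) in 50 mM citrate/phosphate pH 5.0, 0.01% Tween-20; 40 min at 37 C. Stopped at pH 10; 4-MU fluorescence Ex 365/Em 440 nm; AC50 by Hill fit.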
GAA inh: inhibitors of human lysosomal alpha-glucosidase | P10253 | purified human GAA, 4-MU-alpha-glucoside fluorescence | Potency, µM (doses to about 76.9 µM), for the others: top-dose activity change, negative = inhibition, usual class: inhibitors | hit rate 0.005% among 200,000 | AID 1466;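 note: potency is the fitted concentration of half-maximal effect; plate controls were uninhibited enzyme wells for no effect and no-enzyme background for full effect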
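AC50 values come from Hill fits of compound titrations (up to 77 uM) against 4 nM human enzyme. Substrate 4-methylumbelliferyl-alpha-D-pyranoside at 400 uM, pH 5.0 citrate buffer, 20 min room temperature; fluorescence Ex 365/Em 440 after alkaline stop.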
GAA glycogen: alters human alpha-glucosidase cleavage of glycogen; hit rate 0.38% among 300,000; Potency, µM (highest dose often 76.4 µM), for the others: top-dose activity change, negative = inhibition, hits mostly inhibitors; P10253; AID 2100; recombinant GAA, glycogen substrate, Amplex Red glucose oxidase fluorescence;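 note: potency is the fitted concentration of half-maximal effect; 0% = full enzyme reaction and -100% = no-enzyme basal signal; the screen sought inhibitors and activators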
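Recombinant enzyme (4 nM final) with compounds titrated up to 77 uM and bovine liver glycogen (30 ug) in citrate pH 5.0, 0.01% Tween-20, 37 C 40 min. Released glucose detected by Amplex Red/glucose oxidase (Ex 573/Em 610); AC50 from Hill fits.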
CBFb-RUNX1 inh: CBF-beta/RUNX1 interaction disruption. AlphaScreen CBFb-His/RUNX1-biotin binding, biochemical. Potency, µM (top dose mostly 59.8 µM), for inactives: at the top dose activity, negative = inhibition, most hits filed as inhibitors. 230,000 tested, under 10 active; note: % of control where 0% means no effect
Target sequence (Q01196 whole entry, looked up): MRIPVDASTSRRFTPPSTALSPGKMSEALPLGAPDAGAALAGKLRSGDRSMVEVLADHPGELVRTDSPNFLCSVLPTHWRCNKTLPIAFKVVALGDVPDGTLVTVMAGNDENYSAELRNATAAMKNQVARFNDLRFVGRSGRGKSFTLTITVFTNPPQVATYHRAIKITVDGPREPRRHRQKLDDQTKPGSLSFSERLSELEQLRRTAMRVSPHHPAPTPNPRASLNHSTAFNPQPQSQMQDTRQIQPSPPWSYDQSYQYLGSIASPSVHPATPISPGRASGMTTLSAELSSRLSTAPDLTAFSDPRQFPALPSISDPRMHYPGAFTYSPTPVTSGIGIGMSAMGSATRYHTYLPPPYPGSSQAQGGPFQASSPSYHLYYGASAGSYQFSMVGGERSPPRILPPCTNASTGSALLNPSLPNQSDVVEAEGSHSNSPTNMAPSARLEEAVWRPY
Target sequence (Q13951 whole entry, looked up): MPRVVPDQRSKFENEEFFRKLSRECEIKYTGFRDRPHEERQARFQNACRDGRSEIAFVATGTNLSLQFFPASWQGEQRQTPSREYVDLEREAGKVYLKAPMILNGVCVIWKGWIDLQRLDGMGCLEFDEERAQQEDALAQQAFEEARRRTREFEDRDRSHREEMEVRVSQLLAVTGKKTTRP
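CBFb-His/RUNX1-biotin, 30 nM each, preincubated 20 min RT; compound 15 min RT; Ni + streptavidin beads 50 ng each, 90 min RT; AlphaScreen read.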
HTT aggregate: inhibitors of mutant huntingtin aggregate formation in PC12 cells | PC12 HttQ103-GFP aggregates, Acumen cytometry, 40 h | Potency, µM (top dose mostly 46.1 µM), for inactives: at the top dose activity change, negative = inhibition, actives largely listed as inhibitors | hit rate 1.1% among 220,000; note: potency is the fitted concentration of half-maximal effect; % is set by controls: 0 for no effect and ±100 for the full control effect; nearly all actives have a fitted effect of over 60% in size
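Inducible Q103 Huntingtin exon 1–GFP PC12 line, 1500 cells/well in phenol red free DMEM with 5% equine and 5% calf serum. Tebufenozide 100 nM induced expression; compounds titrated; aggregates quantified by cytometry.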
Starred values were filed as active, the others as inactive; ? = inconclusive; / = not tested or not shown; [ ] = remark or other dose. Unless noted, calls come from the whole dose curve; as a rule, active = well fitted curve in the direction sought with a large enough effect; inconclusive = small, poorly fitted or top-dose-only effect, or another doubt; inactive = no such curve, though single readings can be large; an effect the other way counts as inactive or inconclusive. Compounds were not picked by outcome (roughly 1.5% active in at least one column).

SMILES	Lamin A splicing	HTT ATP protect	aGlu spleen mod	GAA inh	GAA glycogen	CBFb-RUNX1 inh	HTT aggregate
CNC(=S)NNC(=O)c1sccc1OCc1cccc(C(F)(F)F)c1	1.2%	-14.1%	3.8%	11.1%	-14.8%	2.7%	-2.6%
O=c1[nH]c2cc3c(cc2cc1CN(Cc1ccco1)C(=S)NCCCN1CCOCC1)OCCO3	14.2%[46 µM]	8.1%[10 µM]	5.7%	?	11.5%	-23.4%	20.2%[9.22 µM]
Cc1nn(CC(O)Cn2c3c(c4ccccc42)CCN(C)C3=O)c(C)c1Br (centres undefined)	-17.1%	-6.7%	1.4%	0.1%	3.1%	-1.2%	-0.4%
CC1=C(C(=O)N2CCOCC2)C(c2cccs2)NC(=O)N1 (centres undefined)	2.3%	-40.6%	-16.4%	3.6%	6.0%	-2.7%	9.3%
CC(C)N(C(=O)Cn1cc(S(=O)(=O)CC(=O)NC2CCCCC2)c2ccccc21)C(C)C	-0.4%[9.22 µM]	-1.8%	0.3%	-10.5%	-3.9%	7.4%	-18.9%
COC(=O)C1C(c2ccccc2)C=CC(c2ccccc2)C1C(=O)O (centres undefined)	/	?	4.9%	/	6.4%	26.0%	15.2%[9.22 µM]
CCOC(=O)C1=C(C)OC(N)=C(C#N)C1c1c(C)nn(-c2ccc(C)cc2)c1Cl (centres undefined)	-11.4%	3.9%[10 µM]	-15.2%	2.2%	-4.6%	-5.2%	4.6%[9.22 µM]
CCOC(=O)CC1CCCCN1Cc1cn(C)nc1-c1ccc2c(c1)OCCO2 (centres undefined)	-7.0%[46 µM]	24.4%[10 µM]	1.2%	6.9%	13.2%	0.5%	4.5%[9.22 µM]
CC1CN(S(=O)(=O)c2cccc(C(=O)NCc3ccc4c(c3)OCO4)c2)CC(C)O1 (centres undefined)	?	-26.5%[10 µM]	-7.4%	-2.6%	0.7%	7.2%	-21.5%
COc1cccc2cc(C(=O)N3CCN(c4ccccc4F)CC3)c(=O)oc12	-2.3%	1.9%[10 µM]	-5.3%	-13.0%	20.4%	-4.2%	9.7%
Cc1ccc(Oc2ccc(C(F)(F)F)cc2[N+](=O)[O-])c([N+](=O)[O-])n1	/	-17.6%[10 µM]	2.2%	/	-8.5%	2.2%	-8.2%[9.22 µM]
NC(N)=NS(=O)(=O)c1ccc(NC(=S)NC(=O)/C=C/c2ccco2)cc1	-8.0%	-19.3%[10 µM]	-2.3%	-6.1%	13.8%	-11.5%	16.9%
C#Cc1ccc([C@H]2C=C(C(=O)OCC=C)O[C@@H](OCC)[C@@H]2CCCO)cc1	/	9.9%[10 µM]	-7.9%	/	4.4%	5.6%	8.3%[9.22 µM]
O=C(COC(=O)c1cncc(Br)c1)NCc1ccc(Cl)cc1	/	13.9%[10 µM]	1.1%	/	1.2%	1.4%	10.1%[9.22 µM]
CC(=O)CC(C)(C)NC(C)=S	/	5.8%[10 µM]	-8.6%	/	0.5%	5.2%	13.9%[9.22 µM]
CC1CCN(S(=O)(=O)c2ccc(C(=O)NCc3ccco3)cc2)CC1	8.7%[46 µM]	17.6%[10 µM]	1.5%	-4.8%	-17.9%	3.8%	12.5%[9.22 µM]
COc1ccc(CN(C(=O)c2cnccn2)C(C(=O)Nc2ccc(F)cc2)c2ccccc2)cc1 (centres undefined)	-13.8%	20.6%[10 µM]	3.9%	-9.5%	-2.8%	8.7%	-9.4%
O=C(c1ccc(-c2cc(Cl)ccc2Cl)o1)N1CCOCC1	?	21.8%[10 µM]	5.8%	11.4%	2.0%	2.0%	20.6%[9.22 µM]
CCc1ccccc1NC(=S)N(Cc1ccc(OC)cc1)CC1CCC(C(=O)O)CC1 (centres undefined)	/	-30.1%[inhibitor]	-0.3%	-0.1%	-1.5%	1.0%	9.1%
O=C(Cn1nc(-c2ccc3c(c2)OCCO3)ccc1=O)Nc1ccc(N2CCOCC2)cc1	2.8%	1.0%[10 µM]	-2.5%	-21.7%	10.4%	-13.8%	10.4%[9.22 µM]
CC(C)(C)c1cc(C(=O)NNc2cccc(Cl)c2)n(Cc2ccccc2)n1	/	10.7%[10 µM]	2.4%	/	?	0.9%	-0.9%[9.22 µM]
CCOC(=O)c1cc2c(ccn2C)n1CC(=O)N(CC)CC	-4.4%[46 µM]	8.8%[10 µM]	1.1%	8.2%	12.7%	0.9%	7.1%[9.22 µM]
CCCC(c1nnnn1Cc1cccs1)N1CCN(C)CC1 (centres undefined)	3.0%[46 µM]	/	5.1%	?	-2.9%	0.8%	/
CC1(C)CC(=O)C(C=Nc2ccc3cn[nH]c3c2)=C(O)C1	8.4%	-36.8%	-13.6%	-2.3%	13.3%	-4.0%	-12.1%
CCOc1ccc(S(=O)(=O)N2c3ccccc3CC2C)cc1 (centres undefined)	?	-86.6%[inhibitor]	-1.2%	-12.2%	-15.7%	?	-22.0%
O=c1c(Cl)c(NCCO)cnn1-c1cccc(Cl)c1	3.3%[46 µM]	/	-2.0%	-12.1%	-5.7%	-1.5%	-0.6%
Cc1ccc(C)n1-c1cccc(S(=O)(=O)N2CCOCC2)c1	?	?	-2.7%	3.3%	-9.6%	-1.0%	-17.2%
Nn1c(SCc2cccc3ccccc23)nnc1-c1ccco1	10.3%	-2.0%	-2.0%	-5.9%	1.6%	-3.2%	-3.2%
Cc1nc2cncnc2n(Cc2ccc(F)cc2)c1=O	8.3%	-43.3%[inhibitor]	5.5%	/	/	/	/
CCOc1cc(S(=O)(=O)N2CCCC2)ccc1Cl	-4.5%	13.3%[10 µM]	-14.4%	-12.7%	-11.5%	0.3%	-7.8%
O=C(CN1CCN(C(=O)N2CCOCC2)CC1)Nc1ccc(Br)cc1	0.0%	-9.8%	-1.4%	-5.2%	-0.3%	1.0%	4.3%
COc1ccc(/C=C/C(=O)c2ccc(OC)cc2OC)c(OC)c1	/	-18.7%[10 µM]	0.4%	/	-8.4%	8.5%	-9.2%[9.22 µM]
CN(C)CCCN(C(=O)COc1ccccc1)c1nc2ccc(F)cc2s1	5.2%[9.22 µM]	-36.0%[inhibitor]	-0.7%	-2.8%	5.3%	6.2%	?
C=CCc1c(C)[nH]c2c(OC)cccc2c1=S	?	-8.9%[10 µM]	-2.0%	-3.0%	?	0.9%	-21.2%[9.22 µM]
CCO[C@H]1OC(C(=O)O)=C[C@@H](c2csc3ccccc23)[C@@H]1CCCO	/	7.3%[10 µM]	-1.0%	/	4.8%	7.5%	-13.9%[9.22 µM]
CCC1(C)Cc2ccccc2-c2nc3n(c(=O)c21)CCCCC3 (centres undefined)	-11.7%	-8.4%[10 µM]	-6.8%	-14.2%	-1.2%	-2.6%	-9.4%
COc1ccccc1NC(=O)C1=C(C)Nc2nc(-c3ccccc3)nn2C1c1ccccn1 (centres undefined)	6.3%	36.0%	-3.7%	-6.9%	-20.1%	-2.7%	-1.8%
C=CCNC(=O)C(=O)NCCOc1ccccc1Cl	?	30.9%[10 µM]	7.7%	7.9%	0.7%	4.2%	21.5%
CCCNC(=O)c1ccccc1NC(=O)c1ccccc1N(C)S(=O)(=O)c1ccccc1	?	-0.5%[10 µM]	-6.3%	3.3%	12.2%	6.5%	11.1%
CNC(=O)C1CCCN1S(=O)(=O)c1ccc(OC)cc1 (centres undefined)	19.7%	8.4%[0.074 µM]	-6.5%	-2.3%	1.3%	10.4%	13.7%
COc1cccc(/C(O)=C2/C(=O)C(=O)N(CCN(C)C)C2c2ccc(Br)cc2)c1 (centres undefined)	2.2%	5.4%	-1.0%	4.6%	7.3%	9.1%	-16.7%
COc1ccccc1/C=N/NC(=O)CCSc1ccccc1	-11.0%	20.8%[10 µM]	1.9%	0.4%	-1.1%	-3.8%	-3.6%
CCc1ccc(OCCCC(=O)Nc2cccc(C(=O)O)c2)cc1	/	-37.3%[10 µM]	-7.5%	/	-7.9%	7.2%	-24.3%[9.22 µM]
CCOC(=O)C1CCN(S(=O)(=O)c2ccc(CC)cc2)CC1	?	-33.7%[10 µM]	-0.3%	0.2%	-2.0%	?	8.5%
NS(=O)(=O)c1cc(C(=O)OCC(=O)c2ccccc2)c(Cl)cc1Cl	/	-16.2%	4.3%	-2.9%	-8.3%	22.7%	-19.5%
CCn1c(SCC(=O)NNC(=S)Nc2ccc(C)cc2)nnc1-c1ccc(Cl)cc1	-8.2%	-0.4%[10 µM]	-7.4%	2.6%	?	-1.8%	-20.6%
COc1ccc(CNC(=O)/C=C/C(=O)O)cc1OC	5.6%	/	0.3%	-0.9%	-1.6%	-9.3%	0.4%
CCCCCCC(=O)Cc1cc(OC)c(OC)cc1/C=C(/C(C)=O)C(=O)OC	/	-34.7%[inhibitor][10 µM]	9.7%[17.4 µM]	/	/	5.6%[13.1 µM]	/
CN1CCN(CC(C)(C)NS(=O)(=O)c2ccc(Cl)cc2)CC1	11.2%	-5.9%	-4.4%	-1.8%	-6.0%	4.4%	12.2%[9.22 µM]
COc1ccc(CNc2nc(-c3ccc4c(c3)OCO4)nc3ccccc23)c(OC)c1	?	-0.9%	1.3%	/	/	/	/
CCCCNc1c(N)n(CCC)c(=O)[nH]c1=O	-17.5%[46 µM]	-9.2%	1.5%	6.1%	-0.9%	1.2%	22.0%
COCC(=O)Nc1ccccc1C(=O)NC(C)C	7.6%	3.9%[0.074 µM]	0.3%	-2.4%	-3.3%	3.5%	5.5%
Cc1ccccc1NC(=O)C1CCC(C)(C(=O)O)C1(C)C (centres undefined)	5.4%	1.9%	-21.0%	-10.7%	-1.4%	2.8%	15.4%
Cc1cc(NC(=O)CSc2nnc(Cc3cccn3C)n2CCc2ccccc2)no1	-12.8%	29.5%	-1.4%	4.5%	13.3%	-7.4%	9.6%
CC(C(=O)N1CCc2ccccc21)n1cccc1 (centres undefined)	8.7%	11.6%	-6.5%	-5.2%	-2.9%	-1.2%	2.2%
COc1cc(S(=O)(=O)N2CCN(c3ccc(F)cc3)CC2)ccc1Cl	?	-26.9%	1.9%	-9.2%	-25.4%	3.1%	-14.1%
